# CIT2 TOR yeast = modulators of CIT2-GFP expression in yeast, primary screen, S. cerevisiae, GFP fusion, multiplex flow cytometry, MLPCN library | AID 2029, 2009 | hit rate 0.065% among 320,000 | S. cerevisiae CIT2-GFP strain, 3 h; 100 means same as DMSO wells | GFP response vs DMSO, % at 10 µM;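 active = GFP response relative to DMSO above a set limit, near the screen mean plus 3 SD, cut at about 150% in these data; inconclusive = Fewer than 70 cells measured for a yeast strain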;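 note: ratio of well median GFP fluorescence to mean of DMSO wells on the plate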
# GRK2 inh = compounds blocking aptamer binding on GRK2 – biochemical, human GRK2, bead flow cytometry, HTS, primary screen; Beta-adrenergic receptor kinase 1 (Homo sapiens), P25098; FAM-aptamer displacement from GRK2; inhibition of aptamer binding, % at 10 µM; hit rate 0.59% among 330,000; AID 488847, 2010;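 active = inhibition of aptamer binding above 40%, roughly 3 SD of noise, on plates passing a quality check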;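 note: median bead fluorescence of bound FAM aptamer so fluorescent compounds give negative values; no value below 0 was filed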
# MEX-5 binding = MEX-5 zinc finger RNA-binding disruptors – biochemical, C. elegans, fluorescence polarization, MLPCN library, primary screen | MEX-5/FITC-TCR2 RNA binding; hits give low values | activity score (negative = inhibition of binding), % at 10 µM | Zinc finger protein mex-5 (Caenorhabditis elegans), Q9XUB2 | AID 1832, 2009 | hit rate 0.38% among 300,000;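 active = inhibition past about -25% in most replicates, and total fluorescence under double the plate's negative control median, limit read from the data; inconclusive = replicates evenly split on the limit, or fluorescence at least double controls; inactive = too little inhibition in most replicates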;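 note: 0% = DMSO and -100% = 5 µM competing unlabeled TCR2 RNA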
# Target sequence (Q9XUB2 whole entry, looked up): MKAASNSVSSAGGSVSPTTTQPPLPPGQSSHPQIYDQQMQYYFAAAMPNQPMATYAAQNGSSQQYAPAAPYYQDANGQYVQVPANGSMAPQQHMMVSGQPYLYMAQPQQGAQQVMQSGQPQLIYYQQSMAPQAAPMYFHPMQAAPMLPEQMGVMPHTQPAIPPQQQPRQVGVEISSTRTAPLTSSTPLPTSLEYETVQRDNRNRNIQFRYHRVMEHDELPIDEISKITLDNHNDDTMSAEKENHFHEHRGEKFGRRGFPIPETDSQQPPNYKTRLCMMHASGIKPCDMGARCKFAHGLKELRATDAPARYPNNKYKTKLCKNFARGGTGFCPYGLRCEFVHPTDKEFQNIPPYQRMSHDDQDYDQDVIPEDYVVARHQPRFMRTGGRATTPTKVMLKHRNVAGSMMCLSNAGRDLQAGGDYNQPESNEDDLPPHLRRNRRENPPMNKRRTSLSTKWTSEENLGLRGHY
# BCLXL inh = inhibitors of human Bcl-xL, primary screen, biochemical, fluorescence polarization, HTS. Bcl-2-like protein 1 (Homo sapiens), Q07817. GST-Bcl-xL / FITC-Bim BH3 peptide fluorescence polarization. inhibition, % at 10.9 µM. hit rate 0.7% among 320,000;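 active = inhibition above the mean of all tested compounds plus 3 SD, cutoff set per campaign, cut at about 30% in these data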;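 note: 0% = DMSO wells and 100% = unlabeled Bim-BH3 peptide competitor; inhibitors lower millipolarization by displacing the labeled peptide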
# Target sequence (Q07817 whole entry, looked up): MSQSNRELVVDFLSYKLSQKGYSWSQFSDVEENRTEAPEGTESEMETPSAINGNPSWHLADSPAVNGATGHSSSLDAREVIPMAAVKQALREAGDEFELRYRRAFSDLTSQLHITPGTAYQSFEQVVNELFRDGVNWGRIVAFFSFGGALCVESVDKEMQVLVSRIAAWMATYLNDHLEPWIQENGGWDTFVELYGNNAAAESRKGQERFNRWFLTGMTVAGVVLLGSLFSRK
# VLA-4 inh = inhibition in human VLA-4 binding assay, primary screen, VLA-4 allosteric modulator project, MLPCN library, flow cytometry, VLA-4 expressing cells; inhibition, % (about 7 µM as worked out from the volumes in the protocol); hit rate 0.2% among 330,000; ligand binding flow cytometry; AID 2557, 2010; Integrin alpha-4 (Homo sapiens), P13612; in the data active = inhibition above about 50%
# MCL1 BIM primary = inhibitors of MCL1 binding to BIM-BH3, primary screen, biochemical, fluorescence polarization; Induced myeloid leukemia cell differentiation protein Mcl-1 (Homo sapiens), Q07820; GST-MCL1 / FITC-Bim-BH3 fluorescence polarization; inhibition, % at 10.9 µM; hit rate 0.68% among 320,000;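 active = inhibition above the mean inhibition of all tested compounds plus 3 SD, set per campaign, cut at about 40% in these data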;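 note: 0% = DMSO wells and 100% = unlabeled Bim-BH3 peptide control; higher means more loss of mP so more displacement of Bim peptide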
# Target sequence (Q07820 whole entry, looked up): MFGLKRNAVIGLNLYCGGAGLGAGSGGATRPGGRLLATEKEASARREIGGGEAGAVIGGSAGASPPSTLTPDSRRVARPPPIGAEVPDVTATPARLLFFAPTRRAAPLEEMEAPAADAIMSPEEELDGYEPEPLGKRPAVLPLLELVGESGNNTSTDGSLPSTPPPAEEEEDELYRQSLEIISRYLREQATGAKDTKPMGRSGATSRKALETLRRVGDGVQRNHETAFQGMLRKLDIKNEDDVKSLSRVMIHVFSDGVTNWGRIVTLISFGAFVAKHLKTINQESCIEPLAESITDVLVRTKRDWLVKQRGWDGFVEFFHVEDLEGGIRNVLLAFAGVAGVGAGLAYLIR
# Fam108B counter = mouse Fam108B serine hydrolase inhibitors, primary screen, counter-screen for RBBP9 inhibitor project, biochemical, fluorescence polarization | hit rate 0.33% among 300,000 | inhibition, % at 9.51 µM | AID 1947, 2009 | recombinant Fam108B, FP-Rh probe fluorescence polarization;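 active = inhibition above the screen mean inhibition plus 3 SD, computed separately per campaign, cut at about 18% in these data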;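 note: inhibitors lower polarization as less probe binds the enzyme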
# GLD-1 RNA inh = GLD-1/TGE RNA complex disruptors, primary screen, biochemical, fluorescence polarization; purified GLD-1 + fluorescein TGE RNA; inhibition, % at 5.96 µM; hit rate 0.44% among 320,000; Female germline-specific tumor suppressor gld-1 (Caenorhabditis elegans), Q17339;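 active = percent inhibition above a per-plate cutoff, the plate mean of test compounds plus 3 SD, cut at about 30% in these data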;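 note: 0% = DMSO wells with GLD-1 and probe and 100% = wells lacking GLD-1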
# AGP1-GFP MLPCN = modulators of AGP1-GFP expression in yeast TOR pathway, primary screen, cell-based, multiplex flow cytometry, S. cerevisiae, MLPCN library; hit rate 0.02% among 320,000; GFP response vs DMSO, % at 10 µM; 3 h; GFP as percent of DMSO wells; AID 2066, 2009;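 active = GFP response relative to DMSO above a set limit, near screen average plus 3 SD, cut at about 150% in these data; inconclusive = fewer than 70 cells counted for the yeast strain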;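 note: median GFP channel fluorescence of the gated AGP1 strain per well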
# The depositor's hits bear a star; ? = inconclusive; nt = no result given; [ ] = remark or other dose.
# Each structure is followed by: CIT2 TOR yeast, GRK2 inh, MEX-5 binding, BCLXL inh, VLA-4 inh, MCL1 BIM primary, Fam108B counter, GLD-1 RNA inh, AGP1-GFP MLPCN
1: CCCOc1ccc(CSc2ncn[nH]2)cc1
    98, 2, 1.4, 1, -9, -2, 0, 6, 100
2: COc1cccc(C(=O)NNS(=O)(=O)c2ccc(F)cc2)c1
    97, 0, 2.3, -3, 1, 2, 3, -4, 99
3: CC1(C)CCCN(C(=O)c2ccc3c(c2NCCO)C(=O)c2ccccc2C3=O)C1
    95, 2, -5.6, 12, -10, 14, 0, 6, 94
4: CN1CCN(c2ccc(CNS(=O)(=O)c3cccc(F)c3)cc2)CC1
    98, 0, 0.0, 11, 5, 11, 2, 0, 112
5: COc1ccc([N+](=O)[O-])cc1N(CC1CO1)S(=O)(=O)c1ccc(C)cc1 (centres undefined)
    98, 0, -3.0, 4, 13, 5, 1, 3, 101
6: O=C(C[n+]1ccc(CCSc2ccc(F)cc2)cc1)c1ccccc1
    102, 0, -2.4, 14, 6, 8, 2, -28, 104
7: CNC(=O)NC(=O)CSc1ncc(C(F)(F)F)cc1Cl
    107, 1, 0.5, 5, -1, 5, -3, 5, 106
8: COc1ccc(OCCCC(=O)OCC(=O)NNC(=O)c2ccc([N+](=O)[O-])cc2)cc1
    104, 0, -1.0, 0, 1, 6, 2, -2, 109
9: CCn1nnnc1SCC(=O)NCc1ccco1
    101, 0, 0.6, 11, 3, 13, 1, 12, 98
10: CCOc1cc2[nH]c(=S)n(Cc3ccc(C)o3)c(=O)c2cc1OCC
    97, 0, 0.7, 2, 13, 0, 0, 10, 99
11: CCCCC(CC)CO (centres undefined)
    101, 1, nt, nt, -2, nt, nt, -4, 111
12: COc1cc(C(=O)Nc2nc(-c3ccc(F)cc3)cs2)ccc1OCC(=O)N1CCOCC1
    103, 2, -2.6, 6, 20, -2, -8, -3, 104
13: CCOc1ccc(NC(=O)COC(=O)CNC(=O)c2ccc(-c3ccccc3)cc2)cc1
    ?, 0, nt, -3, 13, 1, nt, -3, 75[may fluoresce violet]
14: O=C(c1ccsc1)N1CCCC(Nc2ccc(F)c(F)c2)C1 (centres undefined)
    97, 0, -3.8, 1, 15, 7, -5, -3, 99
15: Cc1cccc(Oc2ccccc2NC(=O)CN2C(=O)NC3(CCCC3)C2=O)c1
    106, 0, 4.6, 0, 17, -9, -3, -2, 108
16: Clc1ccc(N=c2ssnc2Cl)nc1
    88, 1, -1.2, 9, 34, 8, 0, 7, 102
17: CCN(CC)S(=O)(=O)c1ccc(/C=C/C(=O)OCC(=O)Nc2cccnc2Cl)cc1
    82, 0, nt, 6, -8, 11, nt, 3, 93
18: CCOC(=O)c1c(C)sc2c1N(C(=O)CN(CC)CC)c1ccccc1S2
    96, 2, 3.1, 1, -22, -1, -4, 8, 100
19: CCN1C(=O)/C(=C/c2ccc(N3CCCC3)cc2)NC1=S
    108, 0, 7.8, -35, -218, -118, -20, -99, 93
20: COC(=O)c1cccc2nc3c(C(C)O)cccc3nc12 (centres undefined)
    93, 1, -7.6, 24, -3, 21, 3, 9, 95
21: COc1ccc(C/C(O)=C(\C#N)c2nc3ccccc3[nH]2)cc1OC
    99, 0, -3.4, 3, 3, 3, 3, -1, 105
22: Cc1ccc(C(C(=O)NC2CCCC2)N(C(=O)CNC(=O)c2cccs2)c2cccnc2)o1 (centres undefined)
    101, 1, 0.8, 8, 0, 3, 5, -4, 104
23: Cc1nc2ccc(NC(=O)CSc3ccccc3)cc2s1
    99, 0, nt, nt, -2, nt, nt, -2, 92
24: CCN(CC(=O)Nc1ccc(NC(C)=O)cc1)C(=O)c1ccccc1SCC(=O)N1CCCC1
    93, 2, nt, 2, 7, -5, nt, -2, 93
25: O=C(/C(=C/c1ccccc1)n1cncn1)c1ccc(Cl)cc1Cl
    70, 1, 0.9, 1, 9, -5, 1, 1, 83
26: CCOC(=O)CCC(NC(=O)CCC(=O)NC(CCC(=O)OCC)C(=O)OCC)C(=O)OCC (centres undefined)
    98, 1, 1.3, -2, 7, -7, 1, 3, 102
27: Cn1c(CN2CCOCC2)nc2cc(NC(=O)c3ccccc3Cl)ccc21
    100, 0, -3.5, 1, 6, 3, 0, 4, 99
28: O=C(O)CSc1nc2sc3c(c2c(=O)n1-c1ccccc1)CCC3
    102, 3, -1.5, 10, -1, 12, 4, 0, 108
29: Cc1ccc(NC(=O)c2cc([N+](=O)[O-])ccc2N2CCCC2)cc1
    101, 2, -1.3, 5, 4, 3, 5, -6, 110
30: COc1ccc(NC(=O)CN(c2ccccc2OC)S(=O)(=O)c2cccs2)cc1Cl
    100, 0, nt, nt, -3, nt, nt, 1, 93

# (listing goes on)
item	SMILES	CIT2 TOR yeast	GRK2 inh	MEX-5 binding	BCLXL inh	VLA-4 inh	MCL1 BIM primary	Fam108B counter	GLD-1 RNA inh	AGP1-GFP MLPCN
31	Cc1csc(CNc2ncnc3ccc(-c4cccnc4)cc23)c1	93	3	nt	nt	5	nt	nt	6	92
32	COc1ccc(OC)c(NC(=O)CSc2nc3n[nH]c(C)c3c(=N)n2-c2cccc(Cl)c2C)c1	102	0	1.4	-1	14	10	-16	7	100
33	Cn1c(=O)c([N+](=O)[O-])c(NC2CCS(=O)(=O)C2)c2ccccc21 (centres undefined)	112	0	-3.3	6	-3	2	2	0	114
34	Cc1cc(C(=O)CSc2nc3ccccc3o2)c(C)n1C1CC1	88	0	1.0	2	27	0	4	4	97
35	C=CCNC(=O)c1ccc(C2SCC(=O)N2Cc2ccco2)cc1 (centres undefined)	97	1	-1.4	-4	-8	2	2	3	110
36	COc1ccc(CCNC(=O)C(=O)NCC2OCCN2S(=O)(=O)c2ccc(OC)c(OC)c2)cc1OC (centres undefined)	98	1	1.7	-2	-16	0	-1	5	100
37	CCN(CC(=O)Nc1ccc2c(c1)OCCO2)CC(=O)Nc1ccc(C)c([N+](=O)[O-])c1	96	0	nt	nt	11	nt	nt	2	107
38	Nc1nonc1-n1nnc(C(=O)N/N=C/c2ccc(Cl)cc2)c1-c1ccc2c(c1)OCO2	99	1	2.7	4	-6	10	-4	1	99
39	O=C(Nc1ccccc1)C1CCN(S(=O)(=O)c2cccs2)CC1	107	0	nt	9	9	4	nt	2	100
40	COc1ccc(NC(=O)CN(c2ccc(OC)c(Cl)c2)S(=O)(=O)c2ccccc2)c(OC)c1	104	1	1.1	-4	-6	-6	-6	-3	111
41	COC(=O)c1ccc(CSc2nnc(-c3c[nH]c4ccccc34)n2-c2ccccc2)cc1	97	3	0.0	-2	3	-8	0	1	101
42	C=CCn1c(SCC(=O)NC(=O)c2cccc([N+](=O)[O-])c2)nnc1-c1ccccc1	96	2	-1.5	-4	5	-5	3	0	98
43	COc1ccc2nc3cc(Cl)ccc3c(Nc3cc(CN4CCCC4)c(O)c(CN4CCCC4)c3)c2n1	99	0	-36*	5	17	19	2	-1	90
44	CC(=O)N1CCC[C@H]1C(=O)O	82	0	2.4	3	4	6	3	0	103
45	O=C(Nc1cccc(-n2cnnn2)c1)c1ccc(C(F)(F)F)cc1	101	0	nt	-13	-4	-28	nt	1	98
46	COc1ccc(CCNC(=O)c2cc3c(=O)n4ccccc4nc3n(CCN3CCOCC3)c2=N)cc1	97	0	-2.2	8	-120	9	-1	-3	100
47	O=C(CN(Cc1ccc(F)cc1)C(=O)CNS(=O)(=O)c1ccc(F)cc1)NCc1ccco1	100	0	0.8	7	1	4	5	-1	102
48	Cc1cccc(C)c1NC(=O)CNC(=O)CCC(=O)N1CCOCC1	103	0	0.5	0	9	-2	1	-1	101
49	CN(C)c1cccc(C(=O)OCC(=O)N(C)c2ccccc2)c1	82	3	-1.0	4	-8	2	5	17	97
50	COC(=O)c1cc(NC(=S)NCc2ccc(Cl)cc2)cc(C(=O)OC)c1	105	0	-1.2	1	5	-1	-18	6	96
51	OCC1(CCc2ccccc2)CCN(Cc2cccn2-c2cccnc2)CC1	91	0	2.4	6	14	2	0	-5	103
52	Cc1ccc(S(=O)(=O)N(C)CCCC(=O)Nc2cc(C)ccc2C)cc1	98	0	0.7	2	26	8	2	5	100
53	CCn1cc(/C=C2\SC(=O)N(CC(=O)Nc3ccc4c(c3)OCO4)C2=O)c2ccccc21	101	1	nt	6	8	10	-1	-1	78
54	CSc1ccccc1NC(=O)c1ccc(N2CC3CC(C2)c2cccc(=O)n2C3)c(NC(=O)c2ccncc2)c1 (centres undefined)	99	0	0.7	0	7	-3	-1	-6	99
55	CN(C)c1ccc(S(=O)(=O)N2CCCCC2)cc1NC(=O)CN1C(=O)NC(C)(c2ccccc2)C1=O (centres undefined)	102	0	1.9	-6	12	-6	2	1	106
56	CC(=O)NC(Cc1ccc(C(C)C)cc1)C(=O)NC1CCN(c2nc(C)cc(C)n2)CC1 (centres undefined)	98	0	0.1	2	-3	-1	-1	-3	103
57	NC(=O)NCC(=O)N1CCC(C(O)(c2ccccc2)c2ccccc2)CC1	90	1	1.1	4	-10	1	-2	5	100
58	CCCCNC(=O)CSc1nc2ccc(NC(=O)CSc3nnc(N)s3)cc2s1	100	1	1.6	-14	0	-21	-2	5	102
59	O=C(O)CCC(=O)NNC(=O)c1cccs1	97	0	1.6	2	1	2	4	10	94
60	CNC(=S)N1CCC(NC(=O)C(Cc2ccc(OC)cc2)NC(C)=O)CC1 (centres undefined)	105	1	-4.3	3	6	8	8	4	104

# Shown as labelled records: entries from further up
6	O=C(C[n+]1ccc(CCSc2ccc(F)cc2)cc1)c1ccccc1
  CIT2 TOR yeast: 102 | GRK2 inh: 0 | MEX-5 binding: -2.4 | BCLXL inh: 14 | VLA-4 inh: 6 | MCL1 BIM primary: 8 | Fam108B counter: 2 | GLD-1 RNA inh: -28 | AGP1-GFP MLPCN: 104
8	COc1ccc(OCCCC(=O)OCC(=O)NNC(=O)c2ccc([N+](=O)[O-])cc2)cc1
  CIT2 TOR yeast: 104 | GRK2 inh: 0 | MEX-5 binding: -1.0 | BCLXL inh: 0 | VLA-4 inh: 1 | MCL1 BIM primary: 6 | Fam108B counter: 2 | GLD-1 RNA inh: -2 | AGP1-GFP MLPCN: 109
31	Cc1csc(CNc2ncnc3ccc(-c4cccnc4)cc23)c1
  CIT2 TOR yeast: 93 | GRK2 inh: 3 | MEX-5 binding: nt | BCLXL inh: nt | VLA-4 inh: 5 | MCL1 BIM primary: nt | Fam108B counter: nt | GLD-1 RNA inh: 6 | AGP1-GFP MLPCN: 92
56	CC(=O)NC(Cc1ccc(C(C)C)cc1)C(=O)NC1CCN(c2nc(C)cc(C)n2)CC1 (centres undefined)
  CIT2 TOR yeast: 98 | GRK2 inh: 0 | MEX-5 binding: 0.1 | BCLXL inh: 2 | VLA-4 inh: -3 | MCL1 BIM primary: -1 | Fam108B counter: -1 | GLD-1 RNA inh: -3 | AGP1-GFP MLPCN: 103

# Rows are unselected, and some 2.2% of all compounds hit somewhere here.
